M1 PAM parental = nonselective calcium activators in parental CHO-K1 cells, primary screen, counter-screen for M1 PAM project, cell-based, Fluo-8 calcium fluorescence, full deck, 1536-well | 0.02% of 360,000 active | ATP EC20; 0% at ATP EC20, 100% at ATP max | activation, % at 3 µM;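 active means activation above the run cutoff, the mean activation of all test compounds plus 3 SD, cut at about 40% in these data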;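 further: peak over basal fluorescence ratio in a 140 s read after ATP addition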
M5 PAM = human M5 muscarinic receptor positive allosteric modulators, primary screen, CHO-K1 cells, Fluo-8 calcium fluorescence. Muscarinic acetylcholine receptor M5 (Homo sapiens), P08912. CHO-K1 hM5, ACh EC20 PAM; 0% = ACh EC20, 100% = ACh EC100. activation, % at 3 µM. 0.3% of 360,000 active. AID 624038, 2012;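 active means activation above the run cutoff, the mean activation of all test compounds plus 3 SD, cut at about 18% in these data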
Target sequence (P08912 whole entry, looked up): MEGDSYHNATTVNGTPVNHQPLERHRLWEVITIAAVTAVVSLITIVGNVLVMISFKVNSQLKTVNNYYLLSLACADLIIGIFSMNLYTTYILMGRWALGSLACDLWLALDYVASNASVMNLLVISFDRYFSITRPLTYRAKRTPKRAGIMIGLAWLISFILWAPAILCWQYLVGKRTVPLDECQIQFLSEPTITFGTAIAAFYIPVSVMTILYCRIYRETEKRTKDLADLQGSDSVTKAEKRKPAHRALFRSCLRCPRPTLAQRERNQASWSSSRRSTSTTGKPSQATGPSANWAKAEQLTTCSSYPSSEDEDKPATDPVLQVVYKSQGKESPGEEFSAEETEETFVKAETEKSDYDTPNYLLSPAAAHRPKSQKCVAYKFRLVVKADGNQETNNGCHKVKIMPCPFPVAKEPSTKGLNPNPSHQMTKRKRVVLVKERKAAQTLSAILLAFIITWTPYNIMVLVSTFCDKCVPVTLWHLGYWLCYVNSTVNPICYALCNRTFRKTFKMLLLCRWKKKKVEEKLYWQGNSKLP
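system = human M5 receptor in CHO-K1 cells | reagent = EC20 acetylcholine as agonist stimulus | compound dosing = single-point, 3 µM nominal | incubation = Fluo-8 loading 80 min at 37 °C plus 30 min room temperature | detection = Fluo-8 calcium dye fluorescence, kinetic read | benchmarks = low control EC20 acetylcholine (0%), high control EC100 acetylcholine (100%)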
M5 ag = human M5 muscarinic receptor agonists, primary screen, CHO-K1 cells, Fluo-8 calcium fluorescence; 0.19% of 360,000 active; CHO-K1 hM5 cells; 0% DMSO wells, 100% maximal acetylcholine response; Muscarinic acetylcholine receptor M5 (Homo sapiens), P08912; activation, % at 3 µM;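 active means activation above the run's mean over test compounds plus 3 SD, cut at about 23% in these data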;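 further: signal is peak over basal fluorescence ratio across the kinetic read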
M1 ag parental = counter-screen for M1 agonists: effect in parental CHO-K1 cells; Fluo-8 calcium fluorescence; scaled to maximal ATP response, vehicle zero; activation, % at 3 µM; 0.48% of 360,000 active; AID 602248, 2012; in the data active means activation above about 15%;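 further: untransfected CHO-K1 host cells lacking M1 receptor as counterscreen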
M4 ag = human M4 muscarinic receptor agonists, primary screen, CHO-K1 cells, Fluo-8 calcium fluorescence. 0.14% of 360,000 active. CHO-K1 hM4/Gqi5; vehicle 0%, full acetylcholine response 100%. Muscarinic acetylcholine receptor M4 (Homo sapiens), P08173. activation, % at 3 µM;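 active means activation above the run mean over all test wells plus 3 SD, cut at about 32% in these data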;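 further: peak over basal fluorescence ratio per well then scaled between controls; 0% = DMSO wells and 100% = acetylcholine at EC100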
Target sequence (P08173 whole entry, looked up): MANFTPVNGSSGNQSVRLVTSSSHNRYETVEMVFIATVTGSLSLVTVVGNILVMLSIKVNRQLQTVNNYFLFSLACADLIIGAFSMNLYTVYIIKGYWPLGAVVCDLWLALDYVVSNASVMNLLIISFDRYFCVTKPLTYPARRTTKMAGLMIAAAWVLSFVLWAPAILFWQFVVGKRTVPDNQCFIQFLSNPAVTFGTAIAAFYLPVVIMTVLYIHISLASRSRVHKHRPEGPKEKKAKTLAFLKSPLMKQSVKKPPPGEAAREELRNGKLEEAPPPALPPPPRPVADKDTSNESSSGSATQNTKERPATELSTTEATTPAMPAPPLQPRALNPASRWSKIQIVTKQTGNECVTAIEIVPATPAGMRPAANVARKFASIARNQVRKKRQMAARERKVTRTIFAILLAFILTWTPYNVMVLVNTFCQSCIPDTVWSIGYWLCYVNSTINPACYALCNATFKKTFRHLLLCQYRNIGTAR
CHO-K1 Ca antag = counter-screen for M1 antagonists: effect in parental CHO-K1 cells; ATP-induced calcium, Fluo-8 fluorescence; inhibition, % at 3 µM; 0.6% of 360,000 active;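 active means inhibition above a per-plate cutoff, the plate's mean sample inhibition plus 3 SD, cut at about 24% in these data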;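 further: 0% = DMSO plus EC80 ATP and 100% = DMSO alone without ATP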
CHRM4 PAM = human M4 muscarinic receptor positive allosteric modulators, primary screen, CHO-K1 cells, Fluo-8 calcium fluorescence; Muscarinic acetylcholine receptor M4 (Homo sapiens), P08173; CHO-K1 hM4/Gqi5, ACh EC20; 0% = ACh EC20, 100% = maximal ACh; activation, % at 3 µM; 0.4% of 360,000 active; AID 624126, 2012;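 active means activation above its plate's cutoff, the mean activation of sample wells plus 3 SD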; further: some results filed as inactive read as strong as hits
CHRM4 antagonist = human M4 muscarinic receptor antagonists, primary screen, CHO cells, Fluo-8 calcium fluorescence. Muscarinic acetylcholine receptor M4 (Homo sapiens), P08173. CHO-hM4 cells, ACh EC80. inhibition, % at 3 µM. 0.73% of 360,000 active;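 active means inhibition above its plate's cutoff, the mean inhibition of sample wells plus 3 SD, cut at about 27% in these data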;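 further: 0% = acetylcholine EC80 with DMSO and 100% = DMSO without agonist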
CHRM5 antagonist = human M5 muscarinic receptor antagonists, primary screen, CHO cells, Fluo-8 calcium fluorescence | Muscarinic acetylcholine receptor M5 (Homo sapiens), P08912 | 0.59% of 360,000 active | CHO-hM5 cells, ACh EC80 | inhibition, % at 3 µM;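 active means inhibition above a per-plate cutoff, the mean of that plate's test compounds plus 3 SD, cut at about 27% in these data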;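 further: 0% = acetylcholine EC80 with DMSO and 100% = DMSO without agonist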
* marks the source's active call; other numbers are inactive results; x = not tested or not shown.

SMILES | M1 PAM parental | M5 PAM | M5 ag | M1 ag parental | M4 ag | CHO-K1 Ca antag | CHRM4 PAM | CHRM4 antagonist | CHRM5 antagonist
Cn1c(-c2ccc(F)cc2)cnc1SCC(=O)N1CCCCC1 | 2 | -4 | -7 | 0.1 | 1 | -1 | 2 | 0 | -3
CC(CC(=O)O)CC(=O)N1CCN(S(=O)(=O)c2cccs2)CC1 (stereo unspecified) | 8 | 0 | -4 | 1.3 | 2 | -3 | 3 | -4 | 2
CCn1c(O)c(N=NC(=O)c2cccc(S(=O)(=O)N3CCCCC3)c2)c2ccccc21 | -7 | 0 | 0 | 0.3 | 1 | 6 | -4 | 3 | 1
Cn1ncc(Cl)c1C(=O)NC1CCCC1 | 15 | 0 | -3 | 1.1 | -1 | -8 | -4 | 8 | -5
COc1cc(C(C)=O)ccc1OCC(O)CNCC1(N2CCCCC2)CCCCC1 (stereo unspecified) | 11 | 4 | -1 | 0.0 | 0 | -5 | 0 | 7 | -4
COc1ccc(NS(=O)(=O)c2cccc(C(=O)N/N=C/c3ccc(O)cc3)c2)cc1 | 9 | -2 | 1 | 0.5 | 0 | -8 | -1 | 1 | 8
CC(C)CN1C(=O)CN(S(C)(=O)=O)CC1(C)C(=O)NC(C)C (stereo unspecified) | x | 2 | 1 | x | 1 | x | 9 | -16 | -7
Cc1cc(C)c2cccc(N)c2n1 | 13 | 0 | -2 | 0.8 | 1 | -8 | -5 | -6 | -3
FC(F)(F)c1nnc2sc(-c3ccncc3)nn12 | -1 | 8 | -1 | -0.1 | 0 | 13 | 3 | -1 | 2
CCOC(=O)N1CCc2c(sc3nc[nH]c(=O)c23)C1 | 20 | 8 | 1 | -0.3 | 1 | -10 | 9 | 0 | -2
O=C(Nc1ccccc1)c1cccc(N2C(=O)C3C4CC(C(Br)C4Br)C3C2=O)c1 (stereo unspecified) | 14 | -12 | -2 | 9.2 | 18 | -2 | -5 | 2 | 23
COc1ccc(-n2nc(C(=O)Nc3ccc(OC)c(OC)c3)c3c4ccccc4n(C)c3c2=O)cc1 | -3 | -5 | -7 | -0.1 | 1 | 1 | 0 | 0 | 3
O=C(c1cc2nc(-c3ccco3)cc(C(F)(F)F)n2n1)N1CCN(c2ccccc2)CC1 | 17 | -8 | 3 | 2.6 | 5 | -23 | -1 | -3 | 9
CC(C)=C1C2CCC1C(C(=O)NCc1ccccc1)C2C(=O)O (stereo unspecified) | 20 | -6 | -2 | 0.6 | 0 | -8 | 0 | 23 | 5
CS(=O)(=O)N(CC(=O)N1CCN(c2cccc(Cl)c2)CC1)c1cccc(F)c1 | 6 | -3 | 2 | 2.9 | 5 | 5 | -2 | -3 | 4
CCNC(=S)N1CCCC(c2nc3ccc(C)cc3[nH]2)C1 (stereo unspecified) | 11 | 0 | -5 | 1.0 | 2 | -13 | -2 | -3 | -11
O=C(Cn1cc(C(F)(F)F)ccc1=O)N1CCc2ccccc21 | 7 | 0 | 1 | 0.2 | 0 | 1 | 9 | -4 | 10
CSc1nc2nc3c(c(=O)n2[nH]1)CCC3 | 16 | 1 | 0 | 0.4 | 1 | -1 | 12 | -5 | -6
O=C1NC[C@@H](CCCCN2C[C@H](Cc3ccc(O)cc3)N(CCc3ccccc3)C(=O)C2=O)N(CCC2CCCCC2)C1=O | 15 | 0 | -2 | 0.9 | 3 | -14 | 5 | -5 | -7
Cc1cc(C[n+]2cc(Br)ccc2N)c2ncccc2c1 | 22 | -6 | -19 | 0.6 | 0 | -11 | -25 | -5 | 8
COc1ccc(-c2nc(CS(=O)(=O)CC(=O)NC3CCC(C)CC3)c(C)o2)cc1 (stereo unspecified) | 6 | 6 | 0 | 2.0 | 2 | -5 | 4 | -8 | -7
O=C(CCc1nc(-c2ccccc2F)no1)NCc1ccco1 | 3 | 0 | 2 | 0.0 | 1 | -7 | 19 | -3 | -7
Cc1ccnc(N2C(=O)c3ccccc3C2Nc2ccccc2Cl)c1 (stereo unspecified) | 2 | -2 | -5 | 0.5 | -2 | 6 | -7 | -3 | -5
CCNC(=S)N(Cc1ccc(OC)cc1)C1CC(=O)N(c2ccc(OCC)cc2)C1=O (stereo unspecified) | 9 | -3 | 1 | 1.7 | 6 | -7 | -3 | -4 | 4
CC(C)[C@H]1CN(C)CCN1Cc1cn(C)nc1-c1cccc(Cl)c1 | 24 | 2 | -6 | 1.9 | 3 | -11 | 3 | -8 | 3
COC(=O)NNC(=O)COc1cc(C)c(Br)cc1C(C)C | 20 | 2 | -6 | -0.2 | 0 | -6 | -3 | -1 | -4
O=C(CCc1ccc(S(=O)(=O)N2CCOCC2)cc1)Nc1nccs1 | 22 | -1 | 0 | 0.9 | 2 | -6 | -1 | -2 | -3
CCN(CC)Cc1c(O)ccc2c(=O)c(-c3ccccc3)coc12 | 7 | 9 | -1 | -0.6 | -1 | -8 | 0 | -8 | -10
COc1ccccc1NC(=S)NNC(=O)c1ccccc1Br | 13 | 6 | 3 | 0.2 | 1 | 1 | 3 | -12 | -11
COc1cc(C(=O)N/N=C/c2cccc(Oc3ccccc3)c2)ccc1O | -2 | -4 | 1 | 1.1 | 6 | 6 | 0 | 1 | -3
O=C(CCc1c[nH]c2ccccc12)OCC(=O)c1ccccc1 | 15 | -6 | -1 | 0.9 | 2 | -11 | -3 | -6 | 6
N/C(Cn1cncn1)=N\OC(=O)c1ccc(Cl)cc1 | 11 | 4 | -4 | -0.1 | 0 | -11 | 6 | -10 | -6
COc1ccccc1-c1cc(C(=O)NC2CCN(C)CC2)c2ccc(Cl)c(C)c2n1 | -2 | -3 | -4 | 4.9 | 17 | 9 | -3 | 15 | 6
COc1ccc(OC)c(NC(=O)CSc2ccc(-c3ccco3)nn2)c1 | 28 | 1 | 0 | 4.3 | 5 | -24 | 2 | -6 | -2
Cc1cncc(NCc2ccc3c(c2)OCO3)n1 | -1 | -3 | -1 | 0.3 | 0 | -11 | 12 | -10 | 4
Cc1ccc(NC(=O)CCC(=O)NNC(=O)/C=C/C(=O)O)c(C)c1 | 10 | 7 | -1 | -0.1 | 1 | -3 | 6 | -13 | -8
COC(=O)C1=C(C)N(CCCC(=O)O)C(=O)NC1c1ccc2c(c1)OCO2 (stereo unspecified) | 13 | 4 | -1 | 0.8 | 0 | -18 | 7 | -4 | 4
Cc1ccccc1-n1c(SCC(=O)N2CCN(c3ccccc3)CC2)nnc1-c1ccncc1 | 10 | -3 | 0 | 1.3 | 2 | 4 | -11 | 11 | 1
Cc1ccc(NC(=O)CCNC(=O)c2ccc(Cl)cc2)nc1 | 2 | -1 | -5 | -0.2 | -1 | -6 | 9 | -8 | -14
Cn1ncc(Cl)c1C(=O)N1CCOCC1 | 2 | 2 | 1 | 0.3 | 1 | -15 | -1 | 2 | -4
O=C(NCc1ccncc1)C1CCN(S(=O)(=O)c2cccc(C(F)(F)F)c2)CC1 | 7 | 8 | 0 | 0.1 | 0 | -4 | 0 | 9 | 0
O=Cc1cn(CCOc2ccc(F)cc2)c2ccccc12 | -8 | -8 | 3 | 2.9 | 13 | 11 | -3 | -1 | 2
Cn1cc([N+](=O)[O-])c(C(=O)Nc2ccc(-c3nc4ccccc4o3)cc2)n1 | 21 | -7 | 3 | 1.3 | 3 | -6 | -6 | -16 | 1
O=C(Cn1c(=O)oc2ccccc21)N1CCOCC1 | 21 | 0 | -1 | 0.7 | 0 | -3 | 4 | -1 | 11
CCN(c1ccccc1)S(=O)(=O)c1cccc(C(=O)Nc2cccc(C)n2)c1 | 0 | -8 | -1 | 1.2 | 8 | 0 | -3 | -15 | 6
O=C(/C=C/c1ccc(F)cc1)NC(=S)N1CCN(c2ccccn2)CC1 | 23 | 19* | 1 | 1.0 | 1 | -20 | 3 | -16 | -11
Cc1cc(N2CCOCC2)n2nc(C)c(-c3ccccc3)c2n1 | 14 | -3 | -3 | -0.2 | 0 | 3 | 7 | -2 | -9
c1ccc(-c2ccc(C3=Nn4c(Cn5nnc6ccccc65)nnc4SC3)cc2)cc1 | 21 | -8 | -4 | 0.7 | 2 | 6 | -2 | 23 | 9
COc1ccc(C2/C=C\CN(C(=O)Nc3ccccc3-c3ccccc3)CC(=O)N2Cc2ccc(F)cc2)cc1 (stereo unspecified) | 15 | -10 | 5 | 0.6 | 11 | -9 | -8 | -2 | 6
CCc1ccc(-c2nc(CSCC(=O)NCc3ccco3)c(C)o2)cc1 | 0 | -7 | -3 | -0.3 | 1 | -12 | -4 | 10 | -7

Single records (already shown). Screens in order: M1 PAM parental, M5 PAM, M5 ag, M1 ag parental, M4 ag, CHO-K1 Ca antag, CHRM4 PAM, CHRM4 antagonist, CHRM5 antagonist
Profile of `COc1ccc(C2/C=C\CN(C(=O)Nc3ccccc3-c3ccccc3)CC(=O)N2Cc2ccc(F)cc2)cc1` (stereo unspecified) → 15, -10, 5, 0.6, 11, -9, -8, -2, 6
Profile of `c1ccc(-c2ccc(C3=Nn4c(Cn5nnc6ccccc65)nnc4SC3)cc2)cc1` → 21, -8, -4, 0.7, 2, 6, -2, 23, 9

Further compounds.
SMILES | M1 PAM parental | M5 PAM | M5 ag | M1 ag parental | M4 ag | CHO-K1 Ca antag | CHRM4 PAM | CHRM4 antagonist | CHRM5 antagonist
CSc1ccc(C(=O)C2CCCN(C(=O)c3cc4cc(F)ccc4[nH]3)C2)cc1 (stereo unspecified) | -13 | -5 | -1 | 0.6 | 0 | 9 | -6 | 9 | 10
C[C@H](Cc1ccccc1)Nc1ncnc2c1ncn2[C@@H]1O[C@H](CO)[C@@H](O)[C@H]1O | 23 | -3 | 1 | 0.3 | 0 | -13 | 2 | 4 | 3
O=C(CSc1nc2ccccc2c(=O)n1CCCN1CCOCC1)Nc1ccc(Br)cc1 | -6 | 4 | -5 | 0.4 | 4 | -11 | -5 | 3 | 20
O=C(O)c1cccc(NC(=S)NCc2ccccc2)c1 | -7 | -3 | 3 | -0.3 | 0 | 16 | -4 | -3 | 12
COc1ccc(C(=O)C2CCCN(C(=O)c3ccc(CSC)o3)C2)cc1F (stereo unspecified) | -22 | -12 | 3 | 4.4 | 13 | 2 | -8 | 1 | 8
CCCCn1c(O)c(C(CC)=Nc2ccc3c(c2)CCC3)c(=O)[nH]c1=O | 5 | 1 | -3 | 0.7 | 0 | -5 | -1 | 5 | -8
O=C(CN1CCN(C(=O)c2ccc(-c3nc4ccccc4s3)o2)CC1)Nc1ccc(F)cc1 | -2 | -16 | -1 | 5.8 | 13 | -14 | -7 | -2 | 9
Cc1ccnc(NCc2ccccc2O)c1 | 22 | 3 | -12 | 0.8 | 1 | -3 | 6 | -9 | 5
COC(=O)CC1SC(=O)NC1=O (stereo unspecified) | 10 | -2 | -1 | 0.6 | 0 | -2 | 2 | -10 | 1
COc1ccc(NS(=O)(=O)c2cccc(C(=O)NCCc3ccc(S(N)(=O)=O)cc3)c2)cc1 | 9 | 7 | 0 | 0.0 | 1 | -15 | 10 | -4 | -1
Cc1cc(N(C)C)c(C#N)c(=O)[nH]1 | 15 | -12 | -4 | 0.4 | 1 | -9 | 4 | -4 | -5
Cc1sc(NC(=O)c2ccco2)c(C(Nc2ccccn2)c2ccccc2)c1C (stereo unspecified) | 23 | -4 | -3 | 0.8 | -1 | -11 | -2 | -4 | 3
